Compound activity deposited in PubChem BioAssay by Sanford-Burnham Center for Chemical Genomics.
A3A deaminase = blocks human APOBEC3A ssDNA deamination. recombinant A3A, FAM/TAMRA ssDNA deamination fluorescence. AID 493011. hit rate 0.41% among 330,000. inhibition, % at 20 µM. P31941;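 active = at least 40% inhibition at 20 µM here, with at most 30% in a related deaminase screen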;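 note: plate controls were A3A with DMSO for no effect and wells lacking A3A enzyme for full effect; some results filed as inactive read as strong as hits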
Target sequence (P31941 whole entry, looked up): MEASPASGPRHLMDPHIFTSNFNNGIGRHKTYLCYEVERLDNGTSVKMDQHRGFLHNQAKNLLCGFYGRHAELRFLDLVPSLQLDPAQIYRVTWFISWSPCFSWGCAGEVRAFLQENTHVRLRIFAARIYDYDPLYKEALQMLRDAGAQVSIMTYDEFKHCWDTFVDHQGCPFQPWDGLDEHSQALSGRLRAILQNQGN
APOBEC3G inh = blocks human APOBEC3G single-stranded DNA deamination; hit rate 0.28% among 330,000; Q9HC16; recombinant A3G, ssDNA deamination FAM/TAMRA fluorescence; inhibition, % at 20 µM; AID 493012;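 active = inhibition of at least 40% at 20 µM, with no more than 30% in the related APOBEC3A deaminase screen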;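 note: plate controls were DMSO wells with A3G for no effect and wells lacking A3G enzyme for full effect; some compounds called inactive have numbers as strong as hits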
Target sequence (Q9HC16 whole entry, looked up): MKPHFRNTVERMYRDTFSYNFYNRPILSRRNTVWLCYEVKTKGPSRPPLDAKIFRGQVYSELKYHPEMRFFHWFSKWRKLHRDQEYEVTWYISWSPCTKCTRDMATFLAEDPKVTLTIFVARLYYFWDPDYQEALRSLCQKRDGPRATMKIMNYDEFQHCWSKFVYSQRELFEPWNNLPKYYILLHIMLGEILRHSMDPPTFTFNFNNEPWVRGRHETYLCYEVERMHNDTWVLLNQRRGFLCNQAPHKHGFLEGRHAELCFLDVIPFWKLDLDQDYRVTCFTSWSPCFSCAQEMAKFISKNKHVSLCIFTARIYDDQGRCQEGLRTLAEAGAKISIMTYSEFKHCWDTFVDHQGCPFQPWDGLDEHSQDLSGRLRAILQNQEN
mIAP act = increases mouse intestinal alkaline phosphatase activity; muIAP, CDP-Star luminescence, 30 min; active compounds read high; 1 = vehicle-only enzyme signal, 0 = enzyme-free wells; activation factor at 10 µM; hit rate 0.24% among 330,000; AID 2805;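 active = activation factor of at least 2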; note: the source names both 10 and 20 µM as test concentration; values of inactives mirror those of a sister screen read the other way
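System: mouse IAP enzyme. Reagent: CDP-Star chemiluminescent phosphatase substrate. Benchmarks: DMSO wells, no-enzyme wells. Times: 30 min enzyme-substrate-compound incubation at room temperature. Detection: luminescence from enzymatic CDP-Star hydrolysis. Doses: test compounds delivered from DMSO solution.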
hIAP block = human IAP inhibition; purified IAP, CDP-Star luminescence, 30 min; inhibition, % at 10 µM; hit rate 0.12% among 330,000;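 active = inhibition reaching a set limit with compound at 10 µM in the primary screen, cut at about 35% in these data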;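 note: plate controls were DMSO wells with enzyme for no effect and no-enzyme buffer wells for full effect; values of inactives mirror those of a sister screen read the other way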
NR3A LBD binder = modulates the human NR3A ligand-binding domain | NR3A LBD differential scanning fluorimetry, Tm shift; 0% = protein alone, 100% = glycine-bound protein | Tm shift relative to glycine control, % at 25 µM | hit rate 2.5% among 340,000;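 active = melting temperature shift of at least 10% of the positive control shift, at one fixed dose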
hIAP act = increases human intestinal alkaline phosphatase activity; purified human IAP, CDP-Star luminescence, 30 min; active compounds read high; 1 = vehicle-only enzyme, 0 = enzyme-free background; activation factor at 10 µM; hit rate 0.16% among 330,000;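 active = activation factor of the enzyme at least 2-fold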; note: the source names both 10 and 20 µM as test concentration; values of inactives mirror those of a sister screen read the other way
MIN6 prolif = induces beta-cell replication in MIN6 cells; MIN6 cells proliferation, ATPlite luminescence, 48 h; cells starved in 0.2% serum; 100% = growth in 10% serum; proliferation, % at 10 µM; hit rate 0.29% among 330,000; AID 2380;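 active = compounds whose signal lies at least 3.5 SD above the mean of all wells on their plate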;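 note: 0% = DMSO-treated cells in low-serum medium and 100% = 10% serum control; some compounds called inactive have numbers as strong as hits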
mIAP inh = mouse IAP inhibition; purified mouse IAP, CDP-Star luminescence, 30 min; inhibition, % at 10 µM; hit rate 0.2% among 330,000; AID 2806;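 active = inhibition of at least 40% at 10 µM in the primary screen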;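 note: plate controls were DMSO with enzyme for no effect and no enzyme wells for full effect; values of inactives mirror those of a sister screen read the other way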
MPTP inh = blocks calcium-induced mitochondrial swelling; inhibition, % at 10 µM; hit rate 1.4% among 360,000; isolated mouse mitochondria, Ca2+ swelling absorbance, 30 min;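 active = inhibition of 50% or more, scaled per plate between neutral and stimulator controls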;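 note: 0% = DMSO wells given calcium and 100% = 1 mM EGTA wells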
* = called active by the depositor; x = not tested or not shown.

SMILES | A3A deaminase | APOBEC3G inh | mIAP act | hIAP block | NR3A LBD binder | hIAP act | MIN6 prolif | mIAP inh | MPTP inh
O=C(c1cnn2c(C(F)F)cc(-c3ccccc3)nc12)N1CCN(Cc2ccc3c(c2)OCO3)CC1 | -2 | -4 | 0.9 | 8 | -1 | 0.92 | -2 | 10 | -0.7
COc1ccc(NC(=O)CSCC(=O)NCc2cccc(C(F)(F)F)c2)cc1 | 3 | -6 | 1.1 | 12 | -3 | 0.88 | -5 | -10 | 2.2
CCOc1cccc(CN2CCCC(C(=O)c3cccc(C(F)(F)F)c3)C2)c1O (stereo not given) | -1 | -2 | 0.91 | -15 | 3 | 1.1 | -4 | 9 | 0.3
Cc1cc(C(=O)Nc2ccccc2C(=O)O)ccc1NC(=O)COc1cccc(C)c1C | 3 | 2 | 0.89 | -17 | -2 | 1.2 | -5 | 11 | 1.0
Cc1ccc(-n2c(C)cc(/C=N\NC(=O)CC(=O)NC(C)C)c2C)cc1 | -4 | -11 | 0.86 | -15 | 0 | 1.2 | -5 | 14 | 0.9
O=C(O)C1CCN(c2ccc(Cl)nn2)CC1 | -7 | -6 | 1 | -20 | 2 | 1.2 | -2 | -4 | 2.4
CN1C(=O)C2(OCC(CO)([N+](=O)[O-])CO2)c2ccccc21 (stereo not given) | -1 | 2 | 1 | 3 | -2 | 0.97 | 1 | -4 | 0.0
CC(=O)Oc1cccc(N2C(=O)C3CC=CCC3C2=O)c1 (stereo not given) | 0 | -4 | 0.92 | -2 | -2 | 1 | 0 | 8 | 4.6
CCN(CC)CCN1c2ccccc2Sc2ccccc21 | 0 | -4 | 1 | 6 | 3 | 0.94 | -2 | -1 | 2.0
COc1cc(C2C(C(=O)/C=C/c3ccccc3)=C(O)C(=O)N2c2ccccn2)ccc1O (stereo not given) | 5 | 1 | 0.96 | 16 | 1 | 0.84 | 1 | 4 | 3.6
Cc1ccc(NC(=S)N2CCN(C(=O)c3ccccc3)CC2)c(C)c1 | 2 | -4 | 0.94 | -5 | -3 | 1.1 | -1 | 6 | 0.2
CCN(CC)c1ccc(NC(=O)CN2CCN(CC(=O)Nc3ccc(F)cc3)CC2)cc1 | -5 | -8 | 1 | -2 | -2 | 1 | -1 | 0 | 3.3
Cc1cccc(CCNC(=O)C2CCN(S(=O)(=O)N3CCOCC3)CC2)c1 | -6 | -3 | 1 | 8 | -1 | 0.92 | 3 | -1 | 0.2
CC(=O)c1c(C)[nH]c(C(=O)Nc2nc(-c3ccccc3)c(C)s2)c1C | 3 | 1 | 0.82 | -1 | 4 | 1 | 0 | 18 | 79*
Nc1cc(S(=O)(=O)N2CCCCC2)ccc1Oc1ccc(Cl)cc1 | -1 | -8 | 1.2 | 6 | -14 | 0.94 | -5 | -18 | 2.7
N#Cc1ccc(N2CCN(C(=O)c3cccs3)CC2)c(F)c1 | -5 | -2 | 1 | -16 | 1 | 1.2 | -5 | -2 | -1.3
CCOC(=O)c1c(N)sc(C(=O)N2CCOCC2)c1C | -4 | -7 | 0.99 | 14 | 1 | 0.86 | 2 | 1 | -2.2
CC[C@]12c3[nH]c4cc(CCC(=O)N(C)C)ccc4c3CCN1C(=O)[C@@H](CC(=O)NCCc1ccccn1)C[C@@H]2C(=O)N1CCN(C(=O)c2ccco2)CC1 | 4 | 3 | 1 | x | -1 | x | x | -3 | -0.3
CC(Sc1nnc(NC2CCCCC2)s1)C(=O)Nc1ccc2c(c1)C(=O)c1ccccc1C2=O (stereo not given) | -3 | -8 | 0.89 | 17 | 4 | 0.83 | 0 | 11 | 6.9
Cc1csc(-c2cnn(-c3ccccc3)c2NC(=O)c2ccccc2)n1 | -3 | -2 | 1.1 | 4 | 0 | 0.96 | -2 | -6 | -1.3
COc1ccc(C(=O)NC2CC3CCCC(C2)N3CC(C)C)cc1OC (stereo not given) | 3 | -1 | 0.9 | 9 | -1 | 0.91 | -1 | 10 | 1.2
CC(=O)Nc1ccc(C(=O)COC(=O)C2CC2C)c(F)c1 (stereo not given) | -1 | -7 | 0.99 | 11 | -2 | 0.89 | 3 | 1 | 0.0
Cc1nc2c(Cl)cccc2[nH]1 | -1 | -1 | 1 | 0 | 2 | 1 | -1 | -2 | 3.2
CC(=O)c1ccc(NC(=O)c2noc3c2CCCCC3)cc1 | -3 | -6 | 0.89 | 18 | 6 | 0.82 | 7 | 12 | -1.4
COc1ccc(C(=O)N(C)C2CCCCC2)cc1OC1CCN(C(C)C)CC1 | -4 | 7 | 1.1 | 18 | 1 | 0.82 | -1 | -5 | 0.6
C=CCn1c2ccccc2c2nnc(SCCN3CCOCC3)nc21 | -3 | 3 | 1 | -1 | 4 | 1 | 1 | -3 | -1.8
COC(=O)C(CCSC)NC(=O)/C=C/c1ccc(OC)cc1 (stereo not given) | 4 | -3 | 1.1 | -2 | -1 | 1 | -1 | -7 | -0.2
COc1ccc(C(=O)NC(=S)Nc2ccccc2N2CCCCC2)cc1[N+](=O)[O-] | -4 | -9 | 0.92 | 4 | 5 | 0.96 | 0 | 8 | 4.8
O=[N+]([O-])c1cccc(S(=O)(=O)Nc2ccc(Cc3ccncc3)cc2)c1 | 3 | -2 | 0.98 | 2 | -1 | 0.98 | -3 | 2 | 5.5
CC1Cc2ccccc2N1C(=O)c1ccc2nccnc2c1 (stereo not given) | -2 | -5 | 1 | -10 | -1 | 1.1 | -2 | -4 | -1.6
O=C(NC(=S)Nc1ccc(Cl)cc1Cl)C1CC1 | -2 | -6 | 0.93 | 10 | -1 | 0.9 | -6 | 7 | -0.2
CC(C)c1ccc(OCC(=O)NC(Cc2c[nH]c3ccccc23)C(=O)O)cc1 (stereo not given) | -1 | -6 | 0.9 | -18 | -1 | 1.2 | 3 | 10 | -0.8
Cn1nnnc1SCc1ccc(C(=O)Nc2ccc(Br)cc2)cc1 | 92 | 38 | 1 | -6 | 0 | 1.1 | -5 | -2 | 0.8
CCOC(=O)C(NC(=O)CC)(Nc1ccc(S(=O)(=O)Nc2ncccn2)cc1)C(F)(F)F (stereo not given) | 4 | 0 | 1 | -13 | -3 | 1.1 | -3 | -2 | -1.5
O=C(NCc1ccccc1)c1ccc2c(=O)n(CC3CCCO3)c(=S)[nH]c2c1 (stereo not given) | -2 | -2 | 0.93 | -5 | -4 | 1 | -4 | 7 | 4.5
O=C(CSCc1ccccc1)N=Nc1c(O)[nH]c2ccccc12 | 0 | -1 | 0.8 | 10 | 0 | 0.9 | 0 | 20 | 0.4
Cc1ccc(S(=O)(=O)NN)c(C)c1N1CCCC1=O | 0 | -1 | 1.1 | -10 | 0 | 1.1 | 4 | -9 | 0.1
CC(C)(C)C(=O)Nc1ccccc1C(=O)N1CCCC1 | 0 | 0 | 0.96 | -15 | 4 | 1.1 | -2 | 4 | -0.3
COc1ccc(CCNC(=O)C(=O)NCCCN2CCOCC2)cc1 | -3 | -8 | 1 | 2 | 0 | 0.98 | -2 | -5 | -0.4
Nc1nc(SCC(=O)N2N=C(c3ccc(Cl)cc3)CC2c2ccco2)n[nH]1 (stereo not given) | -6 | -4 | 1.1 | -24 | -2 | 1.2 | 2 | -5 | -0.1

No new results follow: 7 of the compounds above.
SMILES | A3A deaminase | APOBEC3G inh | mIAP act | hIAP block | NR3A LBD binder | hIAP act | MIN6 prolif | mIAP inh | MPTP inh
O=C(c1cnn2c(C(F)F)cc(-c3ccccc3)nc12)N1CCN(Cc2ccc3c(c2)OCO3)CC1 | -2 | -4 | 0.9 | 8 | -1 | 0.92 | -2 | 10 | -0.7
COc1ccc(NC(=O)CSCC(=O)NCc2cccc(C(F)(F)F)c2)cc1 | 3 | -6 | 1.1 | 12 | -3 | 0.88 | -5 | -10 | 2.2
CCOc1cccc(CN2CCCC(C(=O)c3cccc(C(F)(F)F)c3)C2)c1O (stereo not given) | -1 | -2 | 0.91 | -15 | 3 | 1.1 | -4 | 9 | 0.3
Cc1cc(C(=O)Nc2ccccc2C(=O)O)ccc1NC(=O)COc1cccc(C)c1C | 3 | 2 | 0.89 | -17 | -2 | 1.2 | -5 | 11 | 1.0
Cc1ccc(-n2c(C)cc(/C=N\NC(=O)CC(=O)NC(C)C)c2C)cc1 | -4 | -11 | 0.86 | -15 | 0 | 1.2 | -5 | 14 | 0.9
O=C(O)C1CCN(c2ccc(Cl)nn2)CC1 | -7 | -6 | 1 | -20 | 2 | 1.2 | -2 | -4 | 2.4
CN1C(=O)C2(OCC(CO)([N+](=O)[O-])CO2)c2ccccc21 (stereo not given) | -1 | 2 | 1 | 3 | -2 | 0.97 | 1 | -4 | 0.0

MPTP inh, what is marked active above
Structure,A3A deaminase,APOBEC3G inh,mIAP act,hIAP block,NR3A LBD binder,hIAP act,mIAP inh,MPTP inh
CC(=O)c1c(C)[nH]c(C(=O)Nc2nc(-c3ccccc3)c(C)s2)c1C,3,1,0.82,-1,4,1,18,79*

More results.
SMILES | A3A deaminase | APOBEC3G inh | mIAP act | hIAP block | NR3A LBD binder | hIAP act | MIN6 prolif | mIAP inh | MPTP inh
COc1cccc(CC(=O)OCC(=O)NC(C)c2ccc(F)cc2)c1 (stereo not given) | 1 | -3 | 1 | 10 | -2 | 0.91 | 2 | -4 | -0.8
Cc1ccc(S(=O)(=O)Oc2ccc(/C=N/N=C3/NC(=O)C(CC(=O)O)S3)cc2)cc1[N+](=O)[O-] (stereo not given) | -3 | -6 | 0.89 | -2 | 1 | 1 | 1 | 11 | 1.1
Cn1cc(CN(Cc2ccccn2)C[C@@H]2CCC(=O)N2)c(-c2ccccc2F)n1 | 0 | -2 | 1 | -2 | 1 | 1 | 1 | -2 | 1.0
Cc1cccc(C)c1NC(=O)/C(C#N)=C/c1cccs1 | 1 | -2 | 0.96 | 2 | 2 | 0.98 | 0 | 4 | -1.6
CCN(c1ccccc1)S(=O)(=O)c1ccc(Cl)c(NC(=O)CNC(C)c2ccccc2)c1 (stereo not given) | -4 | -8 | 1 | 6 | -1 | 0.94 | -5 | -1 | -1.5
CCCn1c(SCC(=O)NC2CCCCC2)nnc1-c1ccco1 | -7 | -10 | 1 | -7 | 1 | 1.1 | -1 | 0 | -3.2
CCOC(=O)C1CN(C(C)(C)C)C(=O)C1=O (stereo not given) | 3 | -10 | 1.1 | -2 | -1 | 1 | 2 | -12 | 0.4
C=CCc1c(C)c(C#N)c2nc3ccccc3n2c1NCCN(C)C | 3 | 9 | 1 | -34 | 3 | 1.3 | -4 | -3 | -2.8

This is a random part of the collection; any-hit rate near 5%.
